FBPA coupling cs = inhibits coupling enzyme system, counter-screen for aldolase hits; activity change, negative = inhibition, % at 58.2 µM, hits read low; coupling enzyme system counterscreen, AmpLite Red fluorescence; AID 2472; 0.67% of 290,000 active; in the data active = activity change below about -30%; note: % is set by controls: 0 for no effect and ±100 for the full control effect
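Counterscreen lacking aldolase: glyceraldehyde-3-phosphate coupling-enzyme reagent preincubated 10 min at RT with compound (at 57.5 uM final), then substrate/coupling system with AmpLite Red added; fluorescence read at 525/598 nm after 20 min RT.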
Giardia killer = Giardia lamblia killing. Giardia lamblia trophozoite viability. activity change, % at 7.66 µM, hits read low. 0.15% of 340,000 active. AID 540267; in the data active = activity change below about -80%; inconclusive = between about -30% and that limit;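 note: parasites exposed to compound for two days anaerobically before the ATP read; % is set by controls: 0 for no effect and ±100 for the full control effect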
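Trophozoites 100 cells/well + cpd; 48 hrs, 37 deg C, anaerobic. ATPLite 1-Step added, 15-30 min RT, luminescence read (ATP-based viability).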
Integrin act MD = activates integrin-mediated alleviation for muscular dystrophy; alpha7betagal myoblasts, beta-gal FDG fluorescence, 48 h; Potency, µM (titrated, usually from 38.3 µM), for inactives: at the top dose activation, most hits filed as activators; 0.064% of 350,000 active; AID 624291;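 note: potency is the fitted concentration of half-maximal effect; 100% = response of the positive control SU9516; nearly all actives have a fitted effect of over 60% in size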
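alpha7betagal+/- myoblasts (passage 13, 250/well) treated 48 h at 37C with compounds at 1:260 dilution of DMSO stock. Lysed, then beta-galactosidase activity read as FDG fluorescence (ex 480/em 540) after 30 min, with pre-read for autofluorescence.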
GALK inh = blocks human galactokinase activity. P51570. Purified GALK, Kinase-Glo residual ATP luminescence. Potency, µM (top dose mostly 57.5 µM), without a hit: at the highest dose activity change, negative = inhibition, hits mostly inhibitors. 0.007% of 270,000 active. AID 1868; note: potency is the fitted concentration of half-maximal effect; % is set by controls: 0 for no effect and ±100 for the full control effect
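ATP-depletion format; final 35 uM ATP, 100 uM D-galactose, 5 nM enzyme; pH 8.0 HEPES/Mg2+ buffer; 60 min RT; luminescence read 10 min after detection reagent.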
PKM2 activator = increases activity of human pyruvate kinase M2; purified PKM2, Kinase-Glo ATP luminescence, activation; response scale: 0% is enzyme alone, no compound; Potency, µM (doses to about 57.5 µM), without a hit: at the highest dose activation, actives largely listed as activators; 0.34% of 260,000 active; note: potency is the fitted concentration of half-maximal effect; % is set by controls: 0 for no effect and ±100 for the full control effect; nearly all actives have a fitted effect of over 55% in size
Target sequence (P14618 whole entry, looked up): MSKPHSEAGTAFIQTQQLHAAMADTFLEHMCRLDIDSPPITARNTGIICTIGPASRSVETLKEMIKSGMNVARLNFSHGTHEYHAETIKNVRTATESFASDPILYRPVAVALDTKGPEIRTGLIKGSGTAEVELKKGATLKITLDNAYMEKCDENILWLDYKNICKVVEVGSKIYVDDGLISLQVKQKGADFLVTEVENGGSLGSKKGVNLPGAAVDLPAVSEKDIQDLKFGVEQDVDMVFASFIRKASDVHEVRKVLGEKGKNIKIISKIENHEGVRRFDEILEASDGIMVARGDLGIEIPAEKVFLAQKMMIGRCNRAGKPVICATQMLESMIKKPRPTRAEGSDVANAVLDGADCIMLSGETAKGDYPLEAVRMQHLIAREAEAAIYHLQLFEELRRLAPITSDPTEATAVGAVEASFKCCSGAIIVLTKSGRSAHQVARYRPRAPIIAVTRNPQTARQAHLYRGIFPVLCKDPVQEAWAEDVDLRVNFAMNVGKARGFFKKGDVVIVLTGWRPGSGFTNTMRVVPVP
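Purified hPK-M2 (>95%) run at intermediate activity with 0.1 mM ADP and 0.5 mM PEP in 50 mM imidazole pH 7.2, KCl, MgCl2; 1 h room temperature. ATP formed read by Kinase-Glo luminescence; normalized to uninhibited and no-enzyme controls.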
Tb PFK inh = inhibitors of T. brucei phosphofructokinase; 0.17% of 330,000 active; O15648; T. brucei PFK, ADP-Glo luminescence; Potency, µM (highest dose often 57.5 µM), for the others: at the top dose activity, negative = inhibition, most hits filed as inhibitors;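 note: potency is the fitted concentration of half-maximal effect; 0% = uninhibited 1x PFK enzyme wells and -100% = no-enzyme wells; nearly all actives have a fitted effect of over 60% in size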
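1.25 nM PFK with 0.5 mM F6P and 0.1 mM ATP in 0.1 M TEA pH 8.0, 5 mM MgCl2, incubated 45 min at room temperature; ADP measured by ADP-Glo luminescence; compounds titrated up to 57 uM.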
Chronic BCR inh = inhibitors of chronic active B-cell receptor signaling | ABC-DLBCL IkBa-CBG/CBR reporter, luminescence ratio, 4 h | Potency, µM (series often up to 46.1 µM), for the others: top-dose ratio change, negative = lower green/red ratio, usual class: inhibitors | 0.05% of 340,000 active | AID 493014; active = well fitted inhibition curve with a large enough effect in the signal ratio, with a control signal flat, not every such curve was filed as active; inconclusive = small, poorly fitted or top-dose-only effect, or effect the other way, or a change in a side signal; the % refers to the signal ratio;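 note: potency is the fitted concentration of half-maximal effect; plate controls were basal doxycycline-induced cells for no effect and cells given 10 µM MG132 for full effect; MG132 reads +100%, hits lower the ratio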
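Concentration-response series (up to 46 uM) were applied to TMD8 dual-reporter cells for 4 h at 37C with doxycycline. Green/red ratio, after filter-overlap correction, defined %Activity; red signal alone was normalised to basal cells and zero luminescence.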
TSG101-PTAP inh = blocks PTAP/TSG101 interaction to inhibit HIV-1 budding; Fluorescence polarization, FITC-PTAP peptide / Tsg101 binding; Potency, µM (top dose mostly 115 µM), inactives show at the highest dose activity change, negative = inhibition, hits mostly inhibitors; 340,000 tested, under 10 active; active = well fitted inhibition curve with a large enough effect in the main read-out, with a control signal flat, not every such curve was filed as active; inconclusive = small, poorly fitted or top-dose-only effect, or effect the other way, or a change in a side signal; inactive = no such curve, though single readings can be large or run the other way; note: potency is the fitted concentration of half-maximal effect; % of control where 0% means no effect
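Fluorescence polarization binding of Tsg101 binding domain (10 uM final) to FITC-labeled PTAP peptide (50 nM final) in HEPES pH 7.5 buffer with NaCl, Tween 20, EDTA, TCEP. Compounds added before peptide; binding 20 min at RT.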
Menin MLL FP TR = displaces Texas Red mutant MLL peptide from human menin; Menin + Texas Red MLL mutant peptide, fluorescence polarization; Potency, µM (doses to about 61.6 µM), for the others: at the top dose FP activity change, negative = inhibition, actives largely listed as inhibitors; 0.23% of 270,000 active; AID 1768; active = well fitted inhibition curve with a large enough effect in the polarisation, with a control signal flat, not every such curve was filed as active; inconclusive = small, poorly fitted or top-dose-only effect, or effect the other way, or a change in a side signal; inactive = no such curve, though single readings can be large or run the other way; the % refers to the polarisation; note: potency is the fitted concentration of half-maximal effect; % of control where 0% means no effect; many of its hits are not listed in these tables
S-ASM inh = blocks human secretory acid sphingomyelinase. P17405. placental ASM, HMU-PC fluorogenic substrate, 60 min. Potency, µM (doses to about 57.5 µM), for the others: at the top dose activity change, negative = inhibition, actives largely listed as inhibitors. 0.006% of 340,000 active. AID 504937; note: potency is the fitted concentration of half-maximal effect
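Fluorescence read-out (Ex 386 nm, Em 447 nm) after stopping the reaction at pH 10. Enzyme: ASM from human placenta; substrate HMU-PC0, 9 uM final; 60 min, 37 °C. Compound preincubation 10 min, ambient temperature.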
B2AR arrestin = beta2AR (human) beta-arrestin recruitment activity | Potency, µM (titrated, usually from 46.1 µM), for inactives: top-dose activation, hits mostly activators | AID 492947 | beta-arrestin recruitment to beta2AR, cell-based reporter | 0.02% of 330,000 active;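 note: potency is the fitted concentration of half-maximal effect; 0% = DMSO controls and full agonism = EC100 isoproterenol or metaproterenol; nearly all actives have a fitted effect of over 65% in size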
Target sequence (P07550 whole entry, looked up): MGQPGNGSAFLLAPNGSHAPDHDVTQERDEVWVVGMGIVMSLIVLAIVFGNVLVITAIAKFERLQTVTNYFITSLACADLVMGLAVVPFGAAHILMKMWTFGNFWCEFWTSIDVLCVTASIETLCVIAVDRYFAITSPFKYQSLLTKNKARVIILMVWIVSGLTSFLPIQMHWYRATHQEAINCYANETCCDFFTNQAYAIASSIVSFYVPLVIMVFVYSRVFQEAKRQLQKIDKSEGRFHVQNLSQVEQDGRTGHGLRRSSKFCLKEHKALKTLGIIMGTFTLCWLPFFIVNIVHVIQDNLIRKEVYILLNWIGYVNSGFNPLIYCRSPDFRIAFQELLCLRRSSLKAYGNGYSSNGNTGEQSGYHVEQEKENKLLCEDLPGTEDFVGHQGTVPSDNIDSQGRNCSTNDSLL
The depositor's hits bear a star; u = inconclusive; x = not tested or not shown; & = joins results of further samples; [ ] = remark or other dose. Unless noted, calls come from the whole dose curve; as a rule, active = well fitted curve in the direction sought with a large enough effect; inconclusive = small, poorly fitted or top-dose-only effect, or another doubt; inactive = no such curve, though single readings can be large; an effect the other way counts as inactive or inconclusive.

SMILES	FBPA coupling cs	Giardia killer	Integrin act MD	GALK inh	PKM2 activator	Tb PFK inh	Chronic BCR inh	TSG101-PTAP inh	Menin MLL FP TR	S-ASM inh	B2AR arrestin
COc1ccc(C2C(C(N)=O)=C(C)Nc3nc(-c4ccccc4Cl)nn32)c(OC)c1 (stereo not given)	1	9	-23%	0%	3%	3%	-15%	-1%	-9%	11%	-1.5%
Cn1c(CNc2ccccn2)c(C#N)c2ccccc21	1	5	-15%	2%	1%	-4%	3%	2%	1%	7%	-0.2%
Cc1nnc(SCC(=O)NNC(=O)c2ccco2)n1-c1ccccc1	-1	23	-17%	2%	0%	-3%	2%	0%	-7%	0%	-0.7%
CCOC(=O)N1CCN(C(=O)c2cn(C)c3ccc(S(=O)(=O)N4CCC(C)CC4)cc3c2=O)CC1	2	-8	-3%	6%	11%	0%	-2%	1%	-3%	-2%	-0.1%
COC(=O)c1c(C)[nH]c(C(=O)COC(=O)Cc2ccc3c(c2)OCCO3)c1C	-3	-3	13%	0%	1%	-2%	-2%	-3%	6%	-3%	0.2%
C[n+]1c2n(c3ccccc31)N=C(c1ccc(Br)cc1)CS2	0	7	-69%[inhibitor]	1%	-1%	u	u	-4%	4%	-5%	0.1%
COc1cc(OC)c(NC(=O)CCc2ccccc2)cc1Cl	0	-9	8%	-3%	1%	0%	-3%	3%	1%	-7%	0.2%
COc1ccc2c(c1OC)C(=O)OC2Nc1nc(-c2ccc(-c3ccccc3)cc2)cs1 (stereo not given)	16	-23	10%	-3%	-13%	-5%	u	1%	-10%	-4%	-0.8%
S=C(c1ccccc1)N1CCCC1	-1	19	4%	6%	2%[11.5 µM]	0%	-1%	1%	0%	3%	-0.6%
COc1ccc(N2C(=O)C(C)C(Cc3ccc(C)cc3)C2=O)cc1 (stereo not given)	-2	-10	16%	-1%	-5%	0%	0%	-5%	-11%	0%	-0.5%
Cc1cc(S(=O)(=O)NCc2cccnc2)ccc1F	2	-5	6%	1%	-2%	1%	3%	-8%	1%	-1%	2.3%
Cn1c(SCC(=O)Nc2ccc(F)cc2)nnc1-c1cccnc1	-4	7	-14%	-2%	11%	0%	u	-2%	2%	0%	-0.3%
O=C(NCC1OCCc2ccccc21)c1ccc(NC(=O)c2ccc(Cl)cc2)cc1 (stereo not given)	2	2	-49%[inhibitor]	0%	6%	-3%	-10%	-3%	-22%	3%	0.0%
COc1cccc(OCc2cc(C(=O)N3CCN(C(C)=O)CC3)no2)c1	x	21	12%	-1%	x	-16%	-1%	-4%	x	-1%	-0.7%
CCOc1ccccc1-n1nnnc1SCC(=O)NCC1(N2CCOCC2)CCCCC1	x	14	11%	x	x	-1%	4%	-6%	x	1%	-0.1%
Cc1ccc(CNC(=O)CS(=O)(=O)Cc2nc(-c3ccc(C)cc3)oc2C)cc1	2	18	15%	11%	5%	-9%	3%	1%	u	-3%	-0.3%
COc1ccccc1CCC(=O)Nc1ccc2c(c1)CN(Cc1ccc(CO)o1)CC2	-3	-9	13%	4%	5%	0%	u	-2%	-1%	0%	-0.8%
O=C(CSc1nc2cccnc2n1Cc1ccccc1)NC1CCCCC1	0	1	10%	1%	5%	2%	-6%	-8%	-3%	0%	-0.7%
Cc1ccccc1C(=O)Nc1ccccc1C(=O)N/N=C\c1ccco1	-12	7	-18%	-1%	-13%	-3%	-15%	-4%	6%	-2%	0.0%
COC(=O)C1=C(C)N=C2SCCC(=O)N2C1c1ccc(C(=O)OC)cc1 (stereo not given)	1	3	25%	0%	-5%	-6%	-8%	x	-2%	0%	-0.1%
Cc1ccc(CNc2cc(-c3nn4c(C)nnc4s3)ccc2C)s1	0	3	6%	1%	-3%	-3%	-4%	-4%	31%[activator]	31%	-0.4%
Clc1cccc(CSc2nnc(-c3sccc3-n3cccc3)o2)c1	-2	-11	-19%	-2%	0%	-1%	u	-2%	x	-4%	-0.6%
Cc1nc2nc[nH]n2c(=O)c1NS(=O)(=O)c1ccc(F)cc1	-1	15	5%	-1%	-1%	-2%	2%	3%	7%	1%	0.0%
Fc1ccccc1/C=N/Nc1nc(-c2ccccn2)nc2ccccc12	1	x	x	-1%	-1%	-1%	u	x	x	x	-0.1%
COc1ccc(N(CC(=O)NC2CCCCC2)C(=O)CNC(=O)c2cccs2)cc1OC	0	-8	-5%	-2%	x	0%	-4%	0%	-12%	-1%	-0.1%
CN(C)S(=O)(=O)c1ccc(NC(=S)NC(=O)C2CCC2)cc1	5	-1	-11%	4%	0%	-13%	0%	-3%	14%	-3%	5.8%
Cn1c(Cc2cccs2)nnc1SCC(=O)Nc1ccccc1	x	10	14%	-1%	5%	-1%	5%	-2%	x	2%	-2.4%
COc1ccccc1C(=O)COC(=O)CSC(C)C(=O)Nc1cc(C)on1 (stereo not given)	x	-1	22%	x	x	-10%	24%	1%	x	1%	-0.1%
O=c1c(Cl)c(N2CCN(S(=O)(=O)c3ccc(F)cc3)CC2)cnn1-c1cccc(Cl)c1	2	12	-10%	-7%	2%	3%	u	-7%	x	-3%	0.0%
CC1CCCCC12NC(=O)N(CC(=O)N1CCN(Cc3ccc(C#N)cc3)CC1)C2=O (stereo not given)	x	-10	7%	x	x	0%	2%	-1%	x	-1%	0.1%
CCN(CC)c1ccc(/C=N/NC(=O)c2ccc3nc[nH]c3c2)cc1	0	-2	-3%	1%	-11%	-6%	u	0%	x	205%[activator]	-0.5%
Cc1ccccc1-c1nnn(CC(=O)Nc2ccc3c(c2)OCCO3)n1	0	-9	-28%	-2%	12%	-1%	-1%	-6%	u	8%	-0.1%
COc1cc(C2C3=C(Nc4ncnn42)c2ccccc2CC3)cc(OC)c1OC (stereo not given)	-17	0	-7%	3%	21%	0%	u	-1%	-10%	17%	-0.3%
CC(NC(=O)c1ccccc1)C(c1cccs1)N1CCOCC1 (stereo not given)	2	12	0%	1%	-3%	-2%	-5%	0%	-7%	0%	-0.3%
CCOc1ccc2ccccc2c1/C=N/NC(=O)CNC(=O)Cc1ccccc1	-1	3	0%	2%	-1%	1%	0%	-1%	17%	24%	-1.2%
S=C(NCCSCc1ccc(Cl)cc1Cl)Nc1ccccc1	2	12	-27%	0%	-2%	-4%	4%	-5%	u	-21%	-0.4%
O=C(NCc1ccco1)C(c1cccnc1)N(C(=O)Cn1nnc2ccccc21)c1ccccc1 (stereo not given)	0	-19	6%	3%	3%	-2%	-1%	0%	-15%	6%	-0.8%
O=C(NCc1ccc(Cl)cc1)N1CCc2ccccc2C1	1	0	23%	-1%	-2%	-29%	0%	1%	-18%	-3%	-0.3%
CC(C)COc1ccc(-c2nn(-c3ccccc3)cc2/C=C2/SC(=S)N(CC(=O)O)C2=O)cc1	-3	21	u	-14%	4%[11.5 µM]	u	4%	-4%	u	-12%	0.0%
CC1(C)Cc2ccccc2-c2nc(NN)[nH]c(=O)c21	-6	-14	12%	1%	x	-2%	u	-4%	-26%	17%	-1.1%
CCOc1ccc(S(=O)(=O)NCCC(=O)NCCc2ccc(C(C)C)cc2)cc1	x	-4	-28%	x	x	-9%	u	-3%	x	-3%	0.3%
COC(=O)[C@@]1(Cc2ccc(F)cc2)[C@H]2c3cc(C(=O)N(C)C)n(Cc4ccc(OC)c(OC)c4)c3C[C@H]2CN1C(=O)c1ccccc1	0&1	u	0%	x	0%&0%	0%	-15%	-4%	-9%&-1%	7%	4.1%
O=C(Nc1ccccc1)N1CCN(Cc2ccc(Cl)cc2)CC1	0	9	-17%	10%	0%	-5%	-11%	-1%	-17%	-1%	-0.1%
COc1ccc(S(=O)(=O)N2CCN(CC(O)COc3ccc(CC#N)cc3)CC2)cc1OC (stereo not given)	-3	4	6%	-4%	0%	3%	1%	1%	-10%	0%	-0.2%
OCC[C@@H]1C[C@H](O)[C@@H](O)[C@@]2(Cc3ccccc3CCO2)O1	-1	9	4%	x	-1%	-4%	6%	-3%	-7%	0%	0.1%
O=C(CN1C(=O)c2ccccc2C1=O)N1CCN(C2c3ccccc3-c3ccccc32)CC1	2	0	11%	2%	9%	2%	-3%	-1%	-13%	-4%	-0.7%
Cc1ccc(N=Cc2sc(O)c3ccccc23)cc1	-9	16	0%	0%	-4%	7%	0%	u	u	-5%	-0.8%

Screens as filed in PubChem BioAssay.

Not all compounds are listed; the hit share may differ from the screen's.
